Screening data (PubChem BioAssay)
GoLoco inh red – blocks human Gai1 binding to RGS12 GoLoco peptide, red readout. AID 880. Gai1:RGS12 GoLoco peptide FP, rhodamine, 10 min. Potency, µM (titrated, usually from 61.6 µM), without a hit: top-dose activity, negative = inhibition, actives largely listed as inhibitors. 230,000 tested, 0.44% active; active means well fitted inhibition curve with a large enough effect, not every such curve was filed as active; inactive means no such curve, though single readings can be large or run the other way; further: on the % scale 0 is the no-effect control and ±100 the full control effect; nearly all actives have a fitted effect of over 30% in size; many of its hits are not listed in these tables
GLA spleen mod – alpha-galactosidase A (human) modulation; P06280; human spleen homogenate, 4MU-alpha-Gal fluorescence, 40 min; Potency, µM (titrated, usually from 80 µM), inactives show at the top dose activity change, negative = inhibition, usual class: inhibitors; 240,000 tested, 0.008% active; AID 2107;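 further: 0% = enzyme with vehicle and -100% = no enzyme basal signal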
Target sequence (P06280 32-429 limits assumed): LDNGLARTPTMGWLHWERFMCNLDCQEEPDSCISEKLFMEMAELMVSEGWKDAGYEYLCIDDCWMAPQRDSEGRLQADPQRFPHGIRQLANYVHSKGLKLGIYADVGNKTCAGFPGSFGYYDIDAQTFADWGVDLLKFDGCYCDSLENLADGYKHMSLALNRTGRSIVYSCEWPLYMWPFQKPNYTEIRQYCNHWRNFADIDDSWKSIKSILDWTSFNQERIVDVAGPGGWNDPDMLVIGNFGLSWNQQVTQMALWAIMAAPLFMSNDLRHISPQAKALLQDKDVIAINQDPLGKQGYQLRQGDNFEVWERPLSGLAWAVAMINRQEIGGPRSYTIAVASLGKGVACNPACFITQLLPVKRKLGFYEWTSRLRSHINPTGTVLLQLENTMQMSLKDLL
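Human spleen homogenate (1 ug) was the enzyme source, with 4-methylumbelliferyl-alpha-D-galactopyranoside (1 mM final) in pH 5.0 citrate buffer with 0.01% Tween-20. Compounds were titrated; after 40 min at 37C, NaOH/glycine stop, 4-MU fluorescence read; AC50 from Hill fits.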
KDM4E inh – JMJD2E (human) inhibition; 230,000 tested, 1.6% active; Potency, µM (doses to about 57.1 µM), for inactives: top-dose activity change, negative = inhibition, hits mostly inhibitors; B2RXH2; JMJD2E catalytic domain, FDH-coupled NADH fluorescence (FDH is formaldehyde dehydrogenase); AID 2147; active means well fitted inhibition curve with a large enough effect, not every such curve was filed as active; inconclusive means small, poorly fitted or top-dose-only effect, or another doubt; inactive means no such curve, though single readings can be large or run the other way;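 further: 0% = wells with enzyme and -100% = buffer wells without enzyme; nearly all actives have a fitted effect of over 50% in size; many of its hits are not listed in these tables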
Target sequence (B2RXH2 1-337 limits assumed): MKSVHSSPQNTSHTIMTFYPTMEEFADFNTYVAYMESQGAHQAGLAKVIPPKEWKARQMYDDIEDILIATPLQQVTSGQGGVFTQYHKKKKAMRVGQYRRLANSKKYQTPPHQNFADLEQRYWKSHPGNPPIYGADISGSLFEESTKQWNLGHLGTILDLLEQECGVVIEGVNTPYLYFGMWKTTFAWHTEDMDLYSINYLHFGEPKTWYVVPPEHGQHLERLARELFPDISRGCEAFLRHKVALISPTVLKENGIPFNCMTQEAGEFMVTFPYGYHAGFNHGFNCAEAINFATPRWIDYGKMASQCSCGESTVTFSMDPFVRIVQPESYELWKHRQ
ALDH1A1 inh – blocks purified human ALDH1A1 activity | Potency, µM (titrated, usually from 75.3 µM), for inactives: at the highest dose activity, negative = inhibition, most hits filed as inhibitors | Purified ALDH1A1, NADH fluorescence, propionaldehyde substrate | 220,000 tested, 7.3% active; active means well fitted inhibition curve with a large enough effect, not every such curve was filed as active; inconclusive means small, poorly fitted or top-dose-only effect, or another doubt; inactive means no such curve, though single readings can be large or run the other way;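 further: plate controls were no enzyme wells and a reference inhibitor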
aGlu spleen mod – lysosomal alpha-glucosidase (human) modulation; P10253; human spleen homogenate, 4-MU-alpha-glucoside fluorescence; Potency, µM (titrated, usually from 79.9 µM), for inactives: top-dose activity change, negative = inhibition, usual class: inhibitors; 240,000 tested, 0.006% active;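 further: 0% = enzyme with vehicle and -100% = no enzyme basal signal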
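Enzyme source: human spleen homogenate, 1 ug/well. Buffer 50 mM citric acid/K phosphate pH 5.0, 0.01% Tween-20. 4-MU-alpha-glucoside 1 mM; 37 C x 40 min; NaOH/glycine stop; fluorescence.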
GAA inhib – inhibitors of human lysosomal alpha-glucosidase. P10253. purified human GAA, 4-MU-alpha-glucoside fluorescence. Potency, µM (doses to about 76.9 µM), without a hit: top-dose activity change, negative = inhibition, most hits filed as inhibitors. 200,000 tested, 0.005% active;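 further: plate controls were uninhibited enzyme wells for no effect and no-enzyme background for full effect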
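qHTS format, compound range up to 77 uM. Human lysosomal enzyme at 4 nM, 400 uM 4-MU glucoside substrate, pH 5.0, 20 min room temperature; fluorescence after alkaline stop gives activity normalized to controls.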
SMN2 splice up – SMN2 splice variant enhancement; 210,000 tested, 2.8% active; Potency, µM (titrated, usually from 46.1 µM), for inactives: at the top dose activity change, positive = activation, actives largely listed as activators; AID 1458; HEK293 SMN2-luciferase splicing reporter, luminescence, 30-36 h; further: % of control where 0% means no effect; nearly all actives have a fitted effect of over 55% in size
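qHTS luciferase splicing reporter: luminescence rises when SMN2 exon 7 is included in transfected HEK293 cells. Compound exposure lasted 30-36 h at 37C, with 4.5 mM final sodium butyrate as control, followed by a ONE-Glo read.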
GAA glycogen – alters human alpha-glucosidase cleavage of glycogen; 300,000 tested, 0.38% active; P10253; Potency, µM (highest dose often 76.4 µM), without a hit: at the top dose activity change, negative = inhibition, hits mostly inhibitors; recombinant GAA, glycogen substrate, Amplex Red glucose oxidase fluorescence;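 further: 0% = full enzyme reaction and -100% = no-enzyme basal signal; the screen sought inhibitors and activators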
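qHTS, 1536-well; enzyme 4 nM final; cpd up to 77 uM; substrate bovine liver glycogen 30 ug; 50 mM citrate/phosphate pH 5.0, 0.01% Tween-20; 37 C, 40 min; Amplex Red detection 45 min RT; Hill fit → AC50.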
* = called active by the depositor; ? = inconclusive; / = no result given; & = joins results of further samples; [ ] = dose if it differs, or a comment. Unless noted, the call rests on the fitted dose curve; in most records, active means well fitted curve in the direction sought with a large enough effect; inconclusive means small, poorly fitted or top-dose-only effect, or another doubt; inactive means no such curve, though single readings can be large; an effect the other way counts as inactive or inconclusive. Potency means the concentration at half of the fitted maximal effect. This is a subset, so the mix of outcomes need not match the whole.

SMILES	GoLoco inh red	GLA spleen mod	KDM4E inh	ALDH1A1 inh	aGlu spleen mod	GAA inhib	SMN2 splice up	GAA glycogen
O=C(NCC(c1ccco1)N1CCCCC1)c1ccc2c(c1)S(=O)(=O)c1ccccc1C2=O (stereo unspecified)	9%	-9%	?	13µM*	0%	-13%	1%	?
CCCSc1ccc(C(=O)Nc2ccc(Cl)cc2)cn1	11%	3%	?	9%	4%	11%	-2%	25%
Cc1ccc2c(c1)nnn2C1CCN(S(C)(=O)=O)CC1	6%	4%	2%	11%	0%	-14%	-5%	11%
Cc1ccc(NC(=O)COC(=O)C2=COCCO2)c([N+](=O)[O-])c1	-1%	5%	-1%	-11%	0%	0%	9%	6%
C=CCn1c(O)c(/C=C2\C=NN=C2c2ccccc2)sc1=S	3%	4%	-7%	-7%	3%	3%[15.4 µM]	/	-3%
Cc1ccc(S(=O)(=O)NCc2c(-c3ccccc3)noc2C)cc1	5%	-7%	2%	4µM*	-5%	-8%	/	-3%
COc1ccc(/C=C/C(=O)Nc2nc(C)c(C(=O)N(C)C)s2)cc1	2%	-6%	1%	-10%	-4%	-3%	6%	7%
CCCOc1ccc(/C=C/C(=O)O)cc1OC	11%	1%	?	-5%	0%	-2%	4%	-3%
CCN(CC)CCNc1nc(-c2ccccc2)nnc1C(F)(F)F	7%	-1%	1%	10%	-9%	-16%	4%	5%
COCCCN1Cc2cccc(C(=O)O)c2C1=O	7%	2%	-6%	-1%	-4%	-14%	-2%	5%
Cc1csc(NC(=O)c2ccc(-c3ccc(Cl)cc3Cl)o2)n1	10%	-5%	?	?	5%	3%	28%	0%
CC(CC1C(C#N)=C(N)OC2=C1C(=O)CCC2)c1ccccc1 (stereo unspecified)	7%	7%	-12%	-10%	-1%	-2%	-9%	4%
Cc1cc(C(=O)NN=C2C3CC4CC(C3)CC2C4)c2ccccc2n1	-8%	-8%	3%	-14%	-4%	-3%	4%	?
CCCCNC(=O)c1ccc2c(c1)N(CC)C(=O)CS2	3%	0%	7%	?	4%	-13%	-7%	-1%
N#Cc1c(N)n(-c2cccc(O)c2)c2nc3ccccc3nc12	9%	7%	?	/	-2%	/	/	-1%
CCOc1ccc2nc(NC(=O)Nc3ccccc3)sc2c1	9%	-3%	4%	1%	-7%	-19%	11µM*	-3%
CC(NC(=O)COc1ccc(N(C)S(=O)(=O)c2ccccc2)cc1)c1ccccc1 (stereo unspecified)	6%	-11%	-13%	?	-3%	1%	-29%	-4%
COc1ccc(N2CCN(CC(=O)NC(=O)NC(C)(C)C)CC2)cc1	-1%	5%	-6%	5%	9%	-4%	5%	-9%
CCOc1ccc(C(=O)N2CCCC2C(=O)O)cc1 (stereo unspecified)	-8%	-7%	-13%	?	-5%	-2%	9%	-7%
Cc1ccc(C)c(NC(=O)C2Cc3ccccc3CN2C(=O)OCc2ccccc2)c1 (stereo unspecified)	0%	6%	-6%	2%	2%	4%	2%	-2%
O=C(N/N=C/c1c(O)n(-c2ccc(Cl)cn2)c(=O)c2ccccc12)C1CC1	49%[activator]	9%	?	-5%	3%	-5%	-35%[inhibitor]	?
COc1ccc(Cc2nc3ccccc3n2CC(=O)N/N=C/c2ccc(C)cc2O)cc1OC	15%	1%	-1%	4%	-5%	4%	3%	6%
CCOc1ccc(N(CC(=O)Nc2cc(C)ccc2C)S(=O)(=O)c2c(C)[nH]c(=O)[nH]c2=O)cc1	-1%	-14%	-3%	/	-5%	/	0%	-1%
COC(=O)C(C)Oc1ccc2c3c(c(=O)oc2c1)CCCCC3 (stereo unspecified)	-13%	-7%	?	?	-5%	-2%	-21%	-9%
CCN(CC)S(=O)(=O)c1cccc(-c2nnc(SCc3nc4ccccc4s3)o2)c1	44%[activator]	7%	-12%	-3%	4%	-12%	-45%[inhibitor]	0%
CC(C)CCOC(=O)C[N+](C)(C)CCOC1CC2CCC1(C)C2(C)C (stereo unspecified)	-4%	-8%	-1%	-2%	/	1%	-11%	-2%
Cc1cc(/C=N/Nc2ccc([N+](=O)[O-])cn2)c(C)n1-c1cccc(C(=O)O)c1	15%	-7%	-10%	/	-1%	/	/	-28%
O=C(NCCc1ccccc1)c1c(F)cccc1F	2%	6%	4%	2%	2%	10%	/	4%
Cc1nc2cnc(Oc3cccc(Cl)c3)nc2n(C2CC2)c1=O	7%	-20%	/	?	-8%	/	/	/
CCCCC[C@H](O)/C=C/C=C\C/C=C\C/C=C\CCCC(=O)O	1%&2%	1%&-6%	-10%	-2%&3%	-1%&1%	/	-8%&-9%	/

A second format for 4 compounds above:
CC(NC(=O)COc1ccc(N(C)S(=O)(=O)c2ccccc2)cc1)c1ccccc1 (stereo unspecified)
  GoLoco inh red: 6%
  GLA spleen mod: -11%
  KDM4E inh: -13%
  ALDH1A1 inh: ?
  aGlu spleen mod: -3%
  GAA inhib: 1%
  SMN2 splice up: -29%
  GAA glycogen: -4%

CCCCC[C@H](O)/C=C/C=C\C/C=C\C/C=C\CCCC(=O)O
  GoLoco inh red: 1%&2%
  GLA spleen mod: 1%&-6%
  KDM4E inh: -10%
  ALDH1A1 inh: -2%&3%
  aGlu spleen mod: -1%&1%
  GAA inhib: /
  SMN2 splice up: -8%&-9%
  GAA glycogen: /

Cc1cc(/C=N/Nc2ccc([N+](=O)[O-])cn2)c(C)n1-c1cccc(C(=O)O)c1
  GoLoco inh red: 15%
  GLA spleen mod: -7%
  KDM4E inh: -10%
  ALDH1A1 inh: /
  aGlu spleen mod: -1%
  GAA inhib: /
  SMN2 splice up: /
  GAA glycogen: -28%

COc1ccc(Cc2nc3ccccc3n2CC(=O)N/N=C/c2ccc(C)cc2O)cc1OC
  GoLoco inh red: 15%
  GLA spleen mod: 1%
  KDM4E inh: -1%
  ALDH1A1 inh: 4%
  aGlu spleen mod: -5%
  GAA inhib: 4%
  SMN2 splice up: 3%
  GAA glycogen: 6%

Taken from the entries so far (seven entries):
SMILES	GoLoco inh red	GLA spleen mod	KDM4E inh	ALDH1A1 inh	aGlu spleen mod	GAA inhib	SMN2 splice up	GAA glycogen
CCOc1ccc2nc(NC(=O)Nc3ccccc3)sc2c1	9%	-3%	4%	1%	-7%	-19%	11µM*	-3%
CC(NC(=O)COc1ccc(N(C)S(=O)(=O)c2ccccc2)cc1)c1ccccc1 (stereo unspecified)	6%	-11%	-13%	?	-3%	1%	-29%	-4%
COc1ccc(N2CCN(CC(=O)NC(=O)NC(C)(C)C)CC2)cc1	-1%	5%	-6%	5%	9%	-4%	5%	-9%
CCOc1ccc(C(=O)N2CCCC2C(=O)O)cc1 (stereo unspecified)	-8%	-7%	-13%	?	-5%	-2%	9%	-7%
Cc1ccc(C)c(NC(=O)C2Cc3ccccc3CN2C(=O)OCc2ccccc2)c1 (stereo unspecified)	0%	6%	-6%	2%	2%	4%	2%	-2%
O=C(N/N=C/c1c(O)n(-c2ccc(Cl)cn2)c(=O)c2ccccc12)C1CC1	49%[activator]	9%	?	-5%	3%	-5%	-35%[inhibitor]	?
COc1ccc(Cc2nc3ccccc3n2CC(=O)N/N=C/c2ccc(C)cc2O)cc1OC	15%	1%	-1%	4%	-5%	4%	3%	6%

The results go on.
SMILES	GoLoco inh red	GLA spleen mod	KDM4E inh	ALDH1A1 inh	aGlu spleen mod	GAA inhib	SMN2 splice up	GAA glycogen
O=S(=O)(NCC1CCN(S(=O)(=O)c2ccccc2)CC1)c1ccccc1	5%	-7%	-1%	1.6µM*	-10%	-8%	10%	0%
c1ccc(-c2cccs2)nc1	2%	3%	-3%	2%	1%	3%	/	10%
CO/N=C/C(=N\Nc1ccc(C)cc1)C(=O)c1ccc(OC)cc1	6%	9%	-3%	3%	4%	-6%	-5%	-6%
CCCc1[nH]nc2c1C(c1ccc(Br)s1)C(C#N)=C(N)O2 (stereo unspecified)	4%	2%	-14%	?	-1%	?	-6%	8%
O=C(CSc1nnnn1-c1ccccc1)NCc1ccco1	0%	-1%	1%	?	-7%	-2%	-8%	0%
Cc1ccc2cccc(NC(=S)NC(=O)c3ccccc3)c2n1	10%	-8%	6%	?	-11%	-9%	-16%	-6%
S=C(NCCc1ccncc1)Nc1ccccc1	16%	1%	-7%	-3%	-18%	5%	6%	-11%
O=C(CCC(=O)NNC(=O)c1ccc([N+](=O)[O-])cc1)NCc1ccccc1	11%	8%	11%	-1%	-2%	-5%	4%	-5%
O=C(NC(=S)NCCN1CCOCC1)c1ccccc1Br	-8%	7%	7%	10%	4%	-4%	1%	5%
Cc1ccc(-c2c[n+](=O)c3c(n2[O-])CCC3)cc1	11%	3%	6%	7%	3%	-2%	/	5%
Cc1cc(=O)[nH]c2c1c(-c1ccccc1)nn2C	0%	-2%	?	/	1%	/	/	5%
COC(=O)COc1ccc(C2Nc3c(Cl)ccc(C(=O)O)c3C3C=CCC32)cc1 (stereo unspecified)	-9%	-5%	?	?	1%	7%	-5%	11%
COCCn1nnnc1C(c1ccc(O)c(OC)c1)N1CCc2ccccc2C1 (stereo unspecified)	-40%	-7%	-29%	-13%	-5%	1%	/	-26%
OCCC1CN(Cc2cccn2-c2ncccn2)CCN1CCc1ccccc1 (stereo unspecified)	4%	0%	0%	1%	0%	3%	/	9%
COc1ccccc1OCC(=O)NCCNC(=O)COc1ccccc1OC	6%	-7%	8%	0%	-4%	3%	-14%	5%
Cc1cc(=O)oc(C)c1C(=O)NCCC(C)C	8%	-12%	-7%	-11%	-9%	-5%[15.4 µM]	8%	-5%
CCC(C)(C)n1nnnc1C(c1ccncc1)N1CCC(Cc2ccccc2)CC1 (stereo unspecified)	4%	8%	1%	-6%	-3%	-1%	-1%	-2%
CCOC(=O)Nc1ccc(S(=O)(=O)N2CCOCC2)cc1	5%	-2%	0%	-2%	-1%	?	1%	-23%
